Assay outcomes from PubChem.
PPC-1+TRAIL kill: kills PPC-1 cancer cells in the presence of TRAIL; cell killing (% activity), % at 4 µM; hit rate 0.41% among 220,000; AID 1443; PPC-1 cells + TRAIL, ATPLite viability luminescence;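 active = cell killing above 50% in the first pass at 4 µM, then a duplicate retest at 5 µM averaging 50% or more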;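 note: plate controls were cells with TRAIL plus DMSO for no effect and medium-only wells lacking cells for full effect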
EP2 antag: inhibitors of human EP2 prostaglandin E2 receptor; hit rate 0.52% among 260,000; C6 glioma cells expressing human EP2, cAMP TR-FRET; cells stimulated with saturating PGE2; P43116; inhibition, % at 25 µM; AID 1422;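 active = percent inhibition above 40 after rounding to a whole number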;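 note: rat C6 glioma host cells with rolipram phosphodiesterase inhibitor present; the protocol text gives 20 µM as final concentration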
Target sequence (P43116 whole entry, looked up): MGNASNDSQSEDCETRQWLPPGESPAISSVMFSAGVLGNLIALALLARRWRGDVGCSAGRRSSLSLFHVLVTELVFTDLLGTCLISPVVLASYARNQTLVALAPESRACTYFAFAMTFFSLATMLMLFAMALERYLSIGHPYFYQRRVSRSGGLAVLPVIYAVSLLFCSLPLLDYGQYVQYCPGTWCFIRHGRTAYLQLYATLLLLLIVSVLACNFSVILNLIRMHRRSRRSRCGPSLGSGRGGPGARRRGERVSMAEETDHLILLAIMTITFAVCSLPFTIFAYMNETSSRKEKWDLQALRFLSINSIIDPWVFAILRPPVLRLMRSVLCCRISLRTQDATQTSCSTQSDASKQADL
FXIa inh 1536: blocks human coagulation factor XIa protease activity; AID 798; inhibition, % at 5 µM; hit rate 0.14% among 220,000; P03951; purified FXIa, Boc-Glu-Ala-Arg-AMC fluorogenic substrate;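 active = inhibition of at least 40%; inactive = inhibition below 40%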;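 note: fluorescence of freed AMC excited at 355 nm; 0% = enzyme without compound and 100% = no enzyme blank; many of its hits are not listed in these tables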
TNF necrop inh: inhibitors of TNF-alpha induced necroptosis in Jurkat FADD-/- cells | Jurkat FADD-/- TNF necroptosis rescue, ATP luminescence, 24 h; 0 = TNF only, 100 = no-TNF cells | activation (protection from cell death), % at 10 µM | hit rate 0.068% among 220,000;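 active = activation, meaning protection from cell death, of at least 50% relative to plate controls; inactive = activation below 50%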;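 note: necroptosis triggered by 40 ng/mL TNF-alpha added together with compound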
FXIIa inh 1536: blocks human coagulation factor XIIa protease activity; purified FXIIa, Boc-QGR-AMC fluorogenic substrate, 2 h; AID 800; inhibition, % at 5 µM; hit rate 0.3% among 220,000; in the data active = inhibition above about 40%;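 note: 0% = enzyme with no compound and 100% = blank without enzyme; many of its hits are not listed in these tables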
Target sequence (P00748 20-372 limits assumed): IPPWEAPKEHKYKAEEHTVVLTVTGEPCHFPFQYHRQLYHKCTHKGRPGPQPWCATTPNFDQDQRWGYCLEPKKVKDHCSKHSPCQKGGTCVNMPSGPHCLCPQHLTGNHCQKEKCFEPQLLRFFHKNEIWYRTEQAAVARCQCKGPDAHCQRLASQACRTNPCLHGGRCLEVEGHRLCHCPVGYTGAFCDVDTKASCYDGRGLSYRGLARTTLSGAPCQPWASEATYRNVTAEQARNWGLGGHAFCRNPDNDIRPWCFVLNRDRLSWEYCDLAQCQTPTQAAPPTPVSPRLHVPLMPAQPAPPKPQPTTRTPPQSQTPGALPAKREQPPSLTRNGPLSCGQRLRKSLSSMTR
Target sequence (P00748 373-615 limits assumed): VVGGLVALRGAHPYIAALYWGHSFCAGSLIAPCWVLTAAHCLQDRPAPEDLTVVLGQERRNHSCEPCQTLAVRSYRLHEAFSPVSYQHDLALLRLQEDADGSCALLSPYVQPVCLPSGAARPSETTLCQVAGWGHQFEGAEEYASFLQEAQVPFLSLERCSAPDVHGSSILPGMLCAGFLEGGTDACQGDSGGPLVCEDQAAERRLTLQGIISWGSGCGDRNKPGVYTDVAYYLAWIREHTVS
Wee1 degr inh: human Wee1 degradation inhibition, primary screen. P30291. HeLa Luc-Wee1K328M stability, luciferase luminescence; 100% = proteasome inhibitor MG132 effect. reporter increase, % at 5 µM. hit rate 1.2% among 220,000;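 active = activation above the mean of all tested compounds plus 3 SD, set per screening run, cut at about 8.8% in these data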;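 note: cells exposed to compound for 20 h before luminescence read; 0% = DMSO alone and 100% = MG132 at 30 µM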
CHOP inh: blocks CHOP induction under ER stress. CHO-K1 CHOP-promoter luciferase, tunicamycin-induced, 15-18 h. inhibition, % at 10 µM. hit rate 3.8% among 220,000;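 active = compounds that reduced the stress-induced luciferase reporter signal by more than about 70% of percent inhibition, limit read from the data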;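 note: 0% = tunicamycin plus vehicle and 100% = wells without tunicamycin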
zVAD death inh: L929 zVAD cell death inhibition. L929 zVAD necroptosis rescue, ATP luminescence, 24 h; with zVAD 60 µM. viability rescue, % at 10 µM. hit rate 0.38% among 220,000;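 active = activation, scaled between plate controls, above about 75%, limit read from the data; inactive = activation under that limit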;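 note: 0% = zVAD with DMSO and 100% = DMSO alone without zVAD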
Tb hexokinase: blocks Trypanosoma brucei hexokinase 1 activity; recombinant TbHK1, G6PDH-coupled NADH A340; inhibition, % at 10 µM; hit rate 0.11% among 220,000;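 active = inhibition of 50% or more in the single-dose primary screen; inactive = inhibition below 50%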
The depositor's hits bear a star. Some of the compounds tested (hit frequency here may not be typical).

Screening CCn1cnc2sc(C(=O)Nc3ccc4c(c3)OCO4)c(C)c2c1=O returned PPC-1+TRAIL kill 16, EP2 antag 8, FXIa inh 1536 -8, TNF necrop inh -0.6, FXIIa inh 1536 16, Wee1 degr inh 3, CHOP inh 37, zVAD death inh 0.3 and Tb hexokinase -1.
CC1(OC(=O)C2CCCC2)C(=O)C=C2C=C(c3ccsc3)N(c3ccccc3)C=C2C1=O (stereo unspecified) was read as PPC-1+TRAIL kill -8, EP2 antag 14, FXIa inh 1536 1, TNF necrop inh 0.5, FXIIa inh 1536 3, CHOP inh -3, zVAD death inh 0.0 and Tb hexokinase -24.
Cc1cc(Cl)c(S(=O)(=O)N/N=C/c2ccc3c(c2)OCO3)c(Cl)c1 was read as PPC-1+TRAIL kill 22, FXIa inh 1536 5, TNF necrop inh -2.3, FXIIa inh 1536 20, Wee1 degr inh 0, CHOP inh 38, zVAD death inh -0.2 and Tb hexokinase -10.
Screening CC[C@H](C)[C@@H]1NC(=O)c2cc([N+](=O)[O-])cc(I)c2NCC[C@@H](C(N)=O)NC(=O)[C@H](CCCN=C(N)N)NC1=O returned PPC-1+TRAIL kill -3, EP2 antag 6, FXIa inh 1536 1, TNF necrop inh 2.1, FXIIa inh 1536 10, Wee1 degr inh 1, CHOP inh 3, zVAD death inh 3.3 and Tb hexokinase -13.
For CCOC(=O)CC(=O)CSc1nccc(-c2cccnc2)n1 the results were PPC-1+TRAIL kill 15, EP2 antag 4, FXIa inh 1536 1, TNF necrop inh 3.8, FXIIa inh 1536 6, Wee1 degr inh -3, CHOP inh 8, zVAD death inh 1.5 and Tb hexokinase -6.
For COc1ccc(CCN(C)Cc2ccc(OCc3ccccc3)c(OC)c2)cc1OC the results were PPC-1+TRAIL kill 8, EP2 antag 6, FXIa inh 1536 -7, TNF necrop inh -1.1, FXIIa inh 1536 -3, Wee1 degr inh -1, CHOP inh 39, zVAD death inh -0.3 and Tb hexokinase -1.
Cc1cc2c3c(c1)C(C)CC(C)(C)N3C(=O)C2=O (stereo unspecified) was read as PPC-1+TRAIL kill 14, EP2 antag 9, FXIa inh 1536 6, TNF necrop inh -2.3, FXIIa inh 1536 13, Wee1 degr inh 0, CHOP inh -19, zVAD death inh 0.3 and Tb hexokinase 3.
For O=C(Cn1cnc2c(nnn2Cc2ccc(F)cc2)c1=O)NC1CCCC1 the results were PPC-1+TRAIL kill 14, EP2 antag 9, FXIa inh 1536 -1, TNF necrop inh -2.5, FXIIa inh 1536 15, Wee1 degr inh -4, CHOP inh 3, zVAD death inh 0.3 and Tb hexokinase -4.
COc1ccc(/C=N/NC(=O)c2cc(C(C)(C)C)[nH]n2)cc1COc1ccc(F)cc1F was read as PPC-1+TRAIL kill -6, EP2 antag 8, FXIa inh 1536 -1, TNF necrop inh 1.8, FXIIa inh 1536 4, Wee1 degr inh 4, CHOP inh 12, zVAD death inh 22 and Tb hexokinase -14.
Screening O=C(NC(=S)Nc1ccccc1N1CCCCC1)c1ccccc1 returned PPC-1+TRAIL kill 13, EP2 antag 14, FXIa inh 1536 7, TNF necrop inh 0.0, FXIIa inh 1536 6, Wee1 degr inh 0, CHOP inh 48, zVAD death inh 0.6 and Tb hexokinase 7.
Screening O=C(Nc1ccc(-c2cnco2)cc1)c1ccc(Cl)cc1 returned PPC-1+TRAIL kill 24, EP2 antag 9, FXIa inh 1536 1, TNF necrop inh -1.5, FXIIa inh 1536 9, Wee1 degr inh -1, CHOP inh -2, zVAD death inh 0.5 and Tb hexokinase -15.
Cc1nccn1CC(=O)N/N=C/c1ccccc1O was read as PPC-1+TRAIL kill 5, EP2 antag 7, FXIa inh 1536 -11, TNF necrop inh 2.1, FXIIa inh 1536 0, Wee1 degr inh 6, CHOP inh 27, zVAD death inh 0.6 and Tb hexokinase -26.
For O=C(O)c1ccc(COc2ccc3c4c(c(=O)oc3c2)CCC4)o1 the results were PPC-1+TRAIL kill -26, EP2 antag 5, FXIa inh 1536 -6, TNF necrop inh 1.2, FXIIa inh 1536 7, Wee1 degr inh 0, CHOP inh 6, zVAD death inh 0.0 and Tb hexokinase -26.
Screening Cc1ccc(C2(C)NC(=O)N(CC(=O)NC(=O)NC3CCCC3)C2=O)cc1 (stereo unspecified) returned PPC-1+TRAIL kill 1, TNF necrop inh -3.1, Wee1 degr inh -3, zVAD death inh 1.0 and Tb hexokinase -1.
Screening O=C(NC(Cc1ccccc1)C(=O)NCc1ccccn1)c1ccco1 (stereo unspecified) returned PPC-1+TRAIL kill 6, EP2 antag 7, FXIa inh 1536 -4, TNF necrop inh -2.0, FXIIa inh 1536 1, Wee1 degr inh -1, CHOP inh -1, zVAD death inh 0.1 and Tb hexokinase 2.
For CC(C)CNC(=O)Nc1ccc(F)c(Cl)c1 the results were PPC-1+TRAIL kill 8, EP2 antag 6, FXIa inh 1536 52*, TNF necrop inh 12, FXIIa inh 1536 30, Wee1 degr inh 2, CHOP inh -21, zVAD death inh 1.0 and Tb hexokinase 8.
Screening COc1cc2c(cc1NC(=O)COC(=O)C(CCSC)NC(=O)c1ccccc1Cl)oc1ccccc12 (stereo unspecified) returned PPC-1+TRAIL kill 24, EP2 antag 8, FXIa inh 1536 -2, TNF necrop inh 0.4, FXIIa inh 1536 -2, Wee1 degr inh 1, CHOP inh 7, zVAD death inh 3.5 and Tb hexokinase 11.
`O=C1/C(=C\c2ccc(O)c(O)c2)C(c2ccccc2)=NN1c1ccccc1` gave PPC-1+TRAIL kill -2, EP2 antag 7, FXIa inh 1536 5, TNF necrop inh -8.9, FXIIa inh 1536 2, Wee1 degr inh 11*, CHOP inh 30, zVAD death inh -1.4 and Tb hexokinase -3.
CCCCC(=O)Nc1ccc(C(=O)NN2C(=O)c3ccccc3C2=O)cc1 was read as PPC-1+TRAIL kill 24, EP2 antag 6, FXIa inh 1536 -1, TNF necrop inh -0.9, FXIIa inh 1536 4, Wee1 degr inh -1, CHOP inh -22, zVAD death inh -0.1 and Tb hexokinase 1.
Screening Cc1ccc(-c2csc(NC(=O)CCNC(=O)c3ccc(Cl)cc3)n2)cc1 returned PPC-1+TRAIL kill 25, EP2 antag 7, FXIa inh 1536 -4, TNF necrop inh 2.4, FXIIa inh 1536 -1, Wee1 degr inh 3, CHOP inh -2, zVAD death inh 1.0 and Tb hexokinase 0.
`O=C(C[n+]1cccc2ccccc21)c1ccccc1` gave PPC-1+TRAIL kill 44, EP2 antag 1, FXIa inh 1536 8, TNF necrop inh 2.3, FXIIa inh 1536 7, Wee1 degr inh -2, CHOP inh 24, zVAD death inh 0.6 and Tb hexokinase -11.
`CN(C)CCCN(C(=O)c1cc2ccccc2oc1=O)c1nc2c(F)cccc2s1` gave PPC-1+TRAIL kill 21, EP2 antag 9, FXIa inh 1536 4, TNF necrop inh 2.1, FXIIa inh 1536 8, Wee1 degr inh -1, CHOP inh 37, zVAD death inh 0.0 and Tb hexokinase -20.
CCOC(=O)c1[nH]c2ccc(OC)cc2c1NC(=S)N1CCN(c2cccc(C)c2C)CC1 was read as PPC-1+TRAIL kill 26, EP2 antag 2, FXIa inh 1536 4, TNF necrop inh -1.5, FXIIa inh 1536 5, Wee1 degr inh -3, CHOP inh 61, zVAD death inh 2.5 and Tb hexokinase -26.
`CCCCOc1ccc(Br)cc1CSC(=N)N` gave PPC-1+TRAIL kill 21, EP2 antag 7, FXIa inh 1536 -1, TNF necrop inh -2.1, FXIIa inh 1536 10, Wee1 degr inh -1, CHOP inh 76*, zVAD death inh 1.9 and Tb hexokinase 21.
For N=C1S/C(=C\c2ccc(O)cc2)C(=O)N1c1ccc(F)cc1 the results were PPC-1+TRAIL kill 0, EP2 antag 5, FXIa inh 1536 0, TNF necrop inh 1.8, FXIIa inh 1536 6, Wee1 degr inh 3, CHOP inh 83*, zVAD death inh 80* and Tb hexokinase -4.
`NC(=O)c1ccc(Nc2ccc([N+](=O)[O-])cc2[N+](=O)[O-])cc1` gave PPC-1+TRAIL kill 23, EP2 antag 9, FXIa inh 1536 -3, TNF necrop inh -0.4, FXIIa inh 1536 -7, Wee1 degr inh -1, CHOP inh 21, zVAD death inh 1.6 and Tb hexokinase -22.
`Cn1nc(OCc2ccccc2)ccc1=O` gave PPC-1+TRAIL kill 13, EP2 antag 9, FXIa inh 1536 -2, TNF necrop inh -1.3, FXIIa inh 1536 15, Wee1 degr inh 0, CHOP inh -10, zVAD death inh 1.5 and Tb hexokinase 2.
CCOCCn1c(SCC)nc2c1c(=O)[nH]c(=O)n2C was read as PPC-1+TRAIL kill 19, EP2 antag 15, FXIa inh 1536 18, TNF necrop inh -0.7, FXIIa inh 1536 19, Wee1 degr inh -1, CHOP inh -7, zVAD death inh -0.4 and Tb hexokinase 3.
`CCCS(=O)(=O)N1CCCC(C(=O)NCCN(Cc2ccccc2)C(C)C)C1` (stereo unspecified) gave PPC-1+TRAIL kill 28, EP2 antag 8, FXIa inh 1536 0, TNF necrop inh -3.3, FXIIa inh 1536 10, Wee1 degr inh 0, CHOP inh 3, zVAD death inh -0.3 and Tb hexokinase 4.
Screening CC(C(=O)NCCS(=O)(=O)c1ccc(Cl)cc1)S(=O)(=O)c1ccc(Cl)cc1 (stereo unspecified) returned PPC-1+TRAIL kill 16, EP2 antag 6, FXIa inh 1536 0, TNF necrop inh -0.6, FXIIa inh 1536 10, Wee1 degr inh -1, CHOP inh 3, zVAD death inh -0.5 and Tb hexokinase 2.
Nc1cc(=O)[nH]c(SCC(=O)Nc2ccccc2-c2ccccc2)n1 was read as PPC-1+TRAIL kill 6, EP2 antag 2, FXIa inh 1536 -15, TNF necrop inh 0.5, FXIIa inh 1536 11, Wee1 degr inh -2, CHOP inh 1, zVAD death inh 3.6 and Tb hexokinase 4.

By substructure: those above with fluorine
For O=C(Cn1cnc2c(nnn2Cc2ccc(F)cc2)c1=O)NC1CCCC1 the results were PPC-1+TRAIL kill 14, EP2 antag 9, FXIa inh 1536 -1, TNF necrop inh -2.5, FXIIa inh 1536 15, Wee1 degr inh -4, CHOP inh 3, zVAD death inh 0.3 and Tb hexokinase -4.
COc1ccc(/C=N/NC(=O)c2cc(C(C)(C)C)[nH]n2)cc1COc1ccc(F)cc1F was read as PPC-1+TRAIL kill -6, EP2 antag 8, FXIa inh 1536 -1, TNF necrop inh 1.8, FXIIa inh 1536 4, Wee1 degr inh 4, CHOP inh 12, zVAD death inh 22 and Tb hexokinase -14.
For CC(C)CNC(=O)Nc1ccc(F)c(Cl)c1 the results were PPC-1+TRAIL kill 8, EP2 antag 6, FXIa inh 1536 52*, TNF necrop inh 12, FXIIa inh 1536 30, Wee1 degr inh 2, CHOP inh -21, zVAD death inh 1.0 and Tb hexokinase 8.
`CN(C)CCCN(C(=O)c1cc2ccccc2oc1=O)c1nc2c(F)cccc2s1` gave PPC-1+TRAIL kill 21, EP2 antag 9, FXIa inh 1536 4, TNF necrop inh 2.1, FXIIa inh 1536 8, Wee1 degr inh -1, CHOP inh 37, zVAD death inh 0.0 and Tb hexokinase -20.
For N=C1S/C(=C\c2ccc(O)cc2)C(=O)N1c1ccc(F)cc1 the results were PPC-1+TRAIL kill 0, EP2 antag 5, FXIa inh 1536 0, TNF necrop inh 1.8, FXIIa inh 1536 6, Wee1 degr inh 3, CHOP inh 83*, zVAD death inh 80* and Tb hexokinase -4.
